Screening results: PubChem BioAssay, several laboratories
CHT allo act: allosteric activators of human choline transporter CHT; CHT-expressing cells, membrane potential dye, choline EC20; hits give high values; LV-AA mutant CHT in HEK293 cells; B-score at 10 µM; actives 0.49% (n = 310,000); AID 488977;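 active = initial fluorescence not abnormally high and integrated response B-score, plate-corrected, over 3 SD above library mean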
Target sequence (Q9GZV3 whole entry, looked up): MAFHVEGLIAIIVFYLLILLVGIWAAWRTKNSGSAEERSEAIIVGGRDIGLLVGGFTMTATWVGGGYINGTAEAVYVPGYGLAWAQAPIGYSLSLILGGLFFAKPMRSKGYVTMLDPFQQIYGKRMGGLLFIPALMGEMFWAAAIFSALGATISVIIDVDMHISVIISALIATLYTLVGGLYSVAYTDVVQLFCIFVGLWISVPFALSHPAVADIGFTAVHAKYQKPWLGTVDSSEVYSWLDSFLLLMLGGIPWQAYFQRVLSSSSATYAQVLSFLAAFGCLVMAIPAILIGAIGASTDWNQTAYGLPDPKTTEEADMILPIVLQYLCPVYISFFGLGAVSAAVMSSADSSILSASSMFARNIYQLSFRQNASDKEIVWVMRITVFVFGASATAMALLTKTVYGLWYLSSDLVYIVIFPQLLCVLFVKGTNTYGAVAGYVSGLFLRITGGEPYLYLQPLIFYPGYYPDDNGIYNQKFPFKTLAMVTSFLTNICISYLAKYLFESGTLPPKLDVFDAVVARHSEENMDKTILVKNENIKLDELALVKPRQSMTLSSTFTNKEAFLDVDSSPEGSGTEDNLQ
OX1R antag-1: OX1R (human) antagonism; OX1R-expressing cells, FRET antagonist read-out; inhibition, % at 6.6 µM; actives 1.8% (n = 330,000); AID 485270; in the data active = inhibition mostly above about 38%, no sharp cut-off; inactive = mostly below about 40%;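 note: 0% = agonist challenge alone and 100% = reference antagonist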
Target sequence (O43613 whole entry, looked up): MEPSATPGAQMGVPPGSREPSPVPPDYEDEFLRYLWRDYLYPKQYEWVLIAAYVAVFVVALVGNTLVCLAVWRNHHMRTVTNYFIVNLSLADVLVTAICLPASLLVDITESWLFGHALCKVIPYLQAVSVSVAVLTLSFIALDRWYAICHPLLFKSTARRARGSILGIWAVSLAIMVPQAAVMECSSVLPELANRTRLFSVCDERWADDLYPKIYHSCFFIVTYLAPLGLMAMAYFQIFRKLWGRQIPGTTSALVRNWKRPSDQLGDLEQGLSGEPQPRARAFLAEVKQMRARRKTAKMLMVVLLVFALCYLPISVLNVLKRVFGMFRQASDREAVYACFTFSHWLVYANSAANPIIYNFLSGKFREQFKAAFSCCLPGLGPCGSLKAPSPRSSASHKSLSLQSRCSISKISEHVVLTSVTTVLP
OX1R antag-2: antagonists of human orexin 1 receptor; CHO/OX1R cells, Fluo-8 calcium fluorescence, orexin A; inhibition, % at 5 µM; actives 0.43% (n = 330,000); AID 434989;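 active = inhibition above its plate's threshold, mean inhibition of all tested compounds on the plate plus 3 SD, cut at about 37% in these data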;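 note: 0% = orexin A challenge wells and 100% = SB-334867-A antagonist wells; not every result past the cut was called active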
The depositor's hits bear a star.

Results for COCCNC(=S)Nc1cc(S(=O)(=O)N2CCOCC2)ccc1N1CCCCC1 ?
CHT allo act: inactive; OX1R antag-1: 28; OX1R antag-2: -25

How did CN(C)c1ccc(NC(=O)COC(=O)CNC(=O)c2cccs2)cc1 do in these assays?
OX1R antag-1: -4; OX1R antag-2: 9

Results for CC/C(C)=N/Nc1nc2sc3c(c2c(=O)[nH]1)CC(C)(C)OC3 ?
CHT allo act: inactive; OX1R antag-1: 45; OX1R antag-2: 14

What do the screens show for `Fc1ccccc1-c1n[nH]c(=S)n1CC1CCCO1` (centres undefined)?
CHT allo act: inactive; OX1R antag-1: 37; OX1R antag-2: 0

How did CC1CN(S(=O)(=O)c2ccc(C(=O)NN3CCN(C)CC3)cc2)CC(C)O1 (centres undefined) do in these assays?
CHT allo act: inactive; OX1R antag-1: 8; OX1R antag-2: 7

What do the screens show for `Fc1ccc(N2CCN(c3ncnc4nc[nH]c34)CC2)cc1`?
CHT allo act: inactive; OX1R antag-1: 13; OX1R antag-2: -22

What do the screens show for `C=CCN(C(=O)c1csnn1)C(C(=O)NC1CCCC1)c1c(F)cccc1Cl` (centres undefined)?
CHT allo act: inactive; OX1R antag-1: 11; OX1R antag-2: -28

How did CC(NC(=O)Nc1ccc(F)cc1F)c1ccncc1 (centres undefined) do in these assays?
CHT allo act: inactive; OX1R antag-1: 3; OX1R antag-2: -4

What do the screens show for `COC(=O)CN(c1ccccc1F)S(=O)(=O)c1ccc(C)cc1`?
CHT allo act: inactive; OX1R antag-1: 10; OX1R antag-2: -21

What do the screens show for `Cn1c(C(=O)NCCCN2CCN(c3cccc(Cl)c3)CC2)cc2c(=O)n(C)c3ccccc3c21`?
CHT allo act: inactive; OX1R antag-1: 10; OX1R antag-2: -37

What do the screens show for `CC1(c2ccc(Cl)cc2Cl)NC(=O)N(CC(=O)N2CCN(C(=O)c3ccco3)CC2)C1=O` (centres undefined)?
OX1R antag-1: 3; OX1R antag-2: -10

What do the screens show for `COc1ccc(/C(C)=N\O)cc1OC`?
CHT allo act: inactive; OX1R antag-1: 4; OX1R antag-2: -4

Results for O=C(OCC(=O)N1CCc2ccccc2C1)c1ccc(F)cc1Cl ?
OX1R antag-1: 9; OX1R antag-2: -16

How did CCc1ccc(C2C(C#N)=C(N)SC(N)=C2C#N)s1 do in these assays?
CHT allo act: inactive; OX1R antag-1: 24; OX1R antag-2: -4

How did CC(C)c1ccc(NC(=O)CN2C(=O)NC3(CCCC3)C2=O)cc1 do in these assays?
CHT allo act: inactive; OX1R antag-1: 6; OX1R antag-2: -16

How did O=C(COC(=O)Cc1ccc(Cl)cc1Cl)Nc1ccc(OC(F)F)cc1 do in these assays?
CHT allo act: inactive; OX1R antag-1: 2; OX1R antag-2: -18

How did COc1ccc(C(=O)NCCCc2nc3ccccc3n2Cc2ccccc2C)cc1OC do in these assays?
CHT allo act: inactive; OX1R antag-1: 12; OX1R antag-2: -25

Results for COc1ccccc1NC(=O)C1=C(C)Nc2ncnn2C1c1cccs1 (centres undefined) ?
CHT allo act: inactive; OX1R antag-1: -3; OX1R antag-2: -13

How did COc1cc(/C=N/n2c(-c3n[nH]c4c3CCC4)n[nH]c2=S)ccc1O do in these assays?
CHT allo act: inactive; OX1R antag-1: 12; OX1R antag-2: 3

How did O=C(COC(=O)c1cc[n+]([O-])cc1)Nc1cccc(F)c1 do in these assays?
OX1R antag-1: 10; OX1R antag-2: -6

Results for CC(C)CCNC(=O)c1onc(CSc2ccc(F)cc2)c1C(=O)NCCC(C)C ?
CHT allo act: inactive; OX1R antag-1: 4; OX1R antag-2: -30

Results for CS(=O)(=O)N(CC(=O)N1CCN(Cc2ccccc2)CC1)C1CCCCC1 ?
CHT allo act: inactive; OX1R antag-1: 7; OX1R antag-2: -34

How did CCOc1ccc(Oc2ccccc2NC(=O)CCNC(C)=O)cc1 do in these assays?
CHT allo act: inactive; OX1R antag-1: 18; OX1R antag-2: -5

How did Cc1cccc(NC(=O)CS(=O)(=O)c2cn(C)c3ccccc23)c1 do in these assays?
CHT allo act: inactive; OX1R antag-1: 18; OX1R antag-2: -10

What do the screens show for `CC1=NOC(=O)/C1=C/c1ccc(O)cc1`?
CHT allo act: inactive; OX1R antag-1: 13; OX1R antag-2: -9

What do the screens show for `CN(C)C(=O)c1ccc2c3c(cccc13)CC2`?
CHT allo act: inactive; OX1R antag-1: 4; OX1R antag-2: -9

How did Cc1cc(OC(C)C)nc(NCc2ccccc2)n1 do in these assays?
CHT allo act: inactive; OX1R antag-1: 17; OX1R antag-2: -33

Results for CSc1cccc(CN2CCN(CCC(C)C)C(CCO)C2)c1 (centres undefined) ?
CHT allo act: inactive; OX1R antag-1: 10; OX1R antag-2: -26

Results for CCn1cc(C(=O)NCCC(=O)NCCO)c(=O)c2cc3c(cc21)OCO3 ?
CHT allo act: inactive; OX1R antag-1: 3; OX1R antag-2: -16

Results for COc1ccc(C(=O)/C=C/c2cn(CN3CCN(C)CC3)c3ccccc23)cc1 ?
CHT allo act: inactive; OX1R antag-1: 71*; OX1R antag-2: 25

Results for CCO[C@@H]1OC(C(=O)NCc2ccccc2)=C[C@H](c2ccc3c(c2)OCO3)[C@H]1CCCO ?
CHT allo act: inactive; OX1R antag-1: 14; OX1R antag-2: -29

Results for COCCNC(=O)C(c1ccc(Cl)cc1)N(CCOC)C(=O)CCC(=O)Nc1nccs1 (centres undefined) ?
CHT allo act: inactive; OX1R antag-1: 12; OX1R antag-2: -14

What do the screens show for `O=C(CNC(=S)NC(=O)c1ccccc1Br)c1ccccc1`?
CHT allo act: inactive; OX1R antag-1: 6; OX1R antag-2: -19

How did CCCc1nc2c(nnn2Cc2ccccc2Cl)c(=O)[nH]1 do in these assays?
CHT allo act: inactive; OX1R antag-1: 3; OX1R antag-2: -17

Results for CC(C)C(NS(=O)(=O)c1ccccc1)C(=O)N1CCN(C(=O)c2ccco2)CC1 (centres undefined) ?
CHT allo act: inactive; OX1R antag-1: 4; OX1R antag-2: -19

What do the screens show for `Cc1ccccc1NC(=S)NCc1cccs1`?
CHT allo act: inactive; OX1R antag-1: 9; OX1R antag-2: -17

Results for O=C(NC1CC2CCC(C1)N2Cc1ccco1)c1ccccc1 (centres undefined) ?
CHT allo act: 7.7*; OX1R antag-1: 13; OX1R antag-2: -26

What do the screens show for `CCOC(=O)N1CCN(c2ncnc3nc[nH]c23)CC1`?
CHT allo act: inactive; OX1R antag-1: 8; OX1R antag-2: -5

How did CC(=O)CSc1ccc(C(=O)O)cn1 do in these assays?
CHT allo act: inactive; OX1R antag-1: 9; OX1R antag-2: -8

How did CN(C)C1=NC[C@H](Cc2ccccc2)N1CC1CCCC1 do in these assays?
CHT allo act: inactive; OX1R antag-1: 30; OX1R antag-2: -13

How did CCSc1nnc([C@@H](NC(=O)OC(C)(C)C)C(C)C)o1 do in these assays?
CHT allo act: inactive; OX1R antag-1: 9; OX1R antag-2: -5

How did CC(=O)Nc1ccc(S(=O)(=O)Nc2nc(C)nc3sc(C)c(C)c23)cc1 do in these assays?
OX1R antag-1: 2; OX1R antag-2: 1

Results for CN1/C(=C\C(=O)Nc2cccc(Cl)c2)C(C)(C)c2ccccc21 ?
CHT allo act: inactive; OX1R antag-1: 34; OX1R antag-2: -33

What do the screens show for `COc1ccc(/C(C)=N/NC(=O)c2cc(C)[nH]n2)c(OC)c1`?
CHT allo act: inactive; OX1R antag-1: 4; OX1R antag-2: -19

Results for O=C(C1CC1)N1N=C(c2ccc(Cl)cc2)CC1(O)C(F)(F)F (centres undefined) ?
CHT allo act: inactive; OX1R antag-1: 1; OX1R antag-2: -19

Results for CN(CC(=O)Nc1ccc(Cl)c(C(F)(F)F)c1)C(=O)c1ccc(OCC2CCCO2)cc1 (centres undefined) ?
CHT allo act: inactive; OX1R antag-1: 14; OX1R antag-2: -37

How did COc1ccc(NC(=O)c2cccc3c2C(=O)c2ccc(-c4ccc(F)cc4OCc4ccccc4)cc2S3(=O)=O)cc1 do in these assays?
OX1R antag-1: 9; OX1R antag-2: -11

How did Cc1ccc(-c2cc(C(=O)OCC(=O)N(C)C3CCS(=O)(=O)C3)c3ccccc3n2)o1 (centres undefined) do in these assays?
CHT allo act: inactive; OX1R antag-1: 49; OX1R antag-2: -1

Results for O=C(CC(=O)c1ccccc1)Nc1cc([N+](=O)[O-])ccc1Cl ?
CHT allo act: inactive; OX1R antag-1: 17; OX1R antag-2: -6

Results for CCCc1sc(N/N=C/c2ccccn2)nc1-c1ccc(Br)cc1 ?
CHT allo act: inactive; OX1R antag-1: 12; OX1R antag-2: -40

How did Nc1cc(-c2cccc([N+](=O)[O-])c2)[nH]n1 do in these assays?
CHT allo act: inactive; OX1R antag-1: 3; OX1R antag-2: 2

What do the screens show for `Cc1ccc(NC2=NC(c3ccc(O)cc3)n3c(nc(C)cc3=O)N2)cc1` (centres undefined)?
CHT allo act: inactive; OX1R antag-1: 3; OX1R antag-2: 1

What do the screens show for `CCOC(=O)[C@@H]1[C@H]2COc3ccccc3[C@H]2N2C(=O)N(c3cccc(Cl)c3)C(=O)[C@]12C`?
OX1R antag-1: 8; OX1R antag-2: -9

What do the screens show for `C[C@@H](NC(=O)C1(c2ccccc2)CCN(C(=O)OC(C)(C)C)CC1)C(=O)N[C@@H](Cc1ccccc1)C(=O)O`?
CHT allo act: inactive; OX1R antag-1: 27; OX1R antag-2: 7

Results for CC(C)OCCCn1c(=NC(=O)c2ccncc2)c(C#N)cc2c(=O)n3ccccc3nc21 ?
CHT allo act: inactive; OX1R antag-1: 52*; OX1R antag-2: -22

What do the screens show for `S=C(NCCCn1ccnc1)Nc1ccc(Cl)cc1Cl`?
CHT allo act: inactive; OX1R antag-1: 13; OX1R antag-2: -19

Results for NC(=O)c1ccc(NC(=O)COC(=O)c2ccc3c(c2)OCCO3)cc1 ?
CHT allo act: inactive; OX1R antag-1: 17; OX1R antag-2: -9

What do the screens show for `C[N+](C)(C)CCCN(Cc1ccc2c(c1)OCO2)C(=O)NC1CCCCC1`?
CHT allo act: inactive; OX1R antag-1: -1; OX1R antag-2: -8

Results for CC(=O)Nc1sc2c(c1-c1nc3ccccc3s1)CCN(C(C)C)C2 ?
CHT allo act: inactive; OX1R antag-1: 4; OX1R antag-2: -26

What do the screens show for `Cc1nn(S(=O)(=O)c2cccs2)c(C)c1Sc1ccc([N+](=O)[O-])cc1`?
CHT allo act: inactive; OX1R antag-1: 56; OX1R antag-2: 21

Next part; it opens with the 2 that closed the last part.
Results for CC(=O)Nc1sc2c(c1-c1nc3ccccc3s1)CCN(C(C)C)C2 ?
CHT allo act: inactive; OX1R antag-1: 4; OX1R antag-2: -26

What do the screens show for `Cc1nn(S(=O)(=O)c2cccs2)c(C)c1Sc1ccc([N+](=O)[O-])cc1`?
CHT allo act: inactive; OX1R antag-1: 56; OX1R antag-2: 21

What do the screens show for `CCCn1cc(CN2CCC(N3CCC(C(=O)N4CCOCC4)CC3)CC2)c(C)n1`?
CHT allo act: inactive; OX1R antag-1: 5; OX1R antag-2: 3

How did CC(c1ccccc1)n1c(-c2ccccc2F)n[nH]c1=S (centres undefined) do in these assays?
CHT allo act: inactive; OX1R antag-1: 17; OX1R antag-2: -5

What do the screens show for `O=c1c2ccccc2ncn1CCCSc1ccc(Cl)cc1`?
CHT allo act: inactive; OX1R antag-1: 27; OX1R antag-2: -11

How did C[C@H](CO)N1C[C@H](C)[C@@H](CN(C)CC2CCCCC2)Oc2c(NC(=O)C3CC3)cccc2C1=O do in these assays?
OX1R antag-1: 7; OX1R antag-2: -22

Results for CCCCn1c(N2CCCC2)nc2c1c(=O)[nH]c(=O)n2C ?
CHT allo act: inactive; OX1R antag-1: 8; OX1R antag-2: -17

What do the screens show for `Cc1ccc(-n2nc(C(=O)N/N=C/c3cccc(C(F)(F)F)c3)c3ccccc3c2=O)cc1C`?
CHT allo act: inactive; OX1R antag-1: 17; OX1R antag-2: -29

What do the screens show for `COc1ccc(CCNC(=O)CC(C)(C)CC2=NS(=O)(=O)c3ccccc3N2)cc1OC`?
CHT allo act: inactive; OX1R antag-1: -1; OX1R antag-2: -16

What do the screens show for `CCOc1ccc(/C=C2/Sc3ccc(C(=O)NCC4CCCO4)cc3N(C)C2=O)cc1OC` (centres undefined)?
CHT allo act: inactive; OX1R antag-1: 14; OX1R antag-2: -23

How did Cc1cc(C)nc(-n2nc(C)cc2NC(=O)CNC2CCCCC2)n1 do in these assays?
CHT allo act: inactive; OX1R antag-1: 8; OX1R antag-2: -30

How did O=C(Cc1ccccc1)Nn1cnc2ccccc21 do in these assays?
CHT allo act: inactive; OX1R antag-1: 7; OX1R antag-2: -2

What do the screens show for `CCc1nnc(NC(=O)CSc2nc3c([nH]c4ccccc43)c(=O)n2CCOC)s1`?
CHT allo act: inactive; OX1R antag-1: 15; OX1R antag-2: -17

An excerpt from above in order of length of the SMILES, smallest number first:
How did CN(C)C1=NC[C@H](Cc2ccccc2)N1CC1CCCC1 do in these assays?
CHT allo act: inactive; OX1R antag-1: 30; OX1R antag-2: -13

Results for CCCc1sc(N/N=C/c2ccccn2)nc1-c1ccc(Br)cc1 ?
CHT allo act: inactive; OX1R antag-1: 12; OX1R antag-2: -40

How did CC(C)c1ccc(NC(=O)CN2C(=O)NC3(CCCC3)C2=O)cc1 do in these assays?
CHT allo act: inactive; OX1R antag-1: 6; OX1R antag-2: -16

What do the screens show for `Cc1ccc(NC2=NC(c3ccc(O)cc3)n3c(nc(C)cc3=O)N2)cc1` (centres undefined)?
CHT allo act: inactive; OX1R antag-1: 3; OX1R antag-2: 1

Results for COc1ccc(C(=O)/C=C/c2cn(CN3CCN(C)CC3)c3ccccc23)cc1 ?
CHT allo act: inactive; OX1R antag-1: 71*; OX1R antag-2: 25

What do the screens show for `CCc1nnc(NC(=O)CSc2nc3c([nH]c4ccccc43)c(=O)n2CCOC)s1`?
CHT allo act: inactive; OX1R antag-1: 15; OX1R antag-2: -17

What do the screens show for `Cc1ccc(-n2nc(C(=O)N/N=C/c3cccc(C(F)(F)F)c3)c3ccccc3c2=O)cc1C`?
CHT allo act: inactive; OX1R antag-1: 17; OX1R antag-2: -29
